High-throughput results: PubChem BioAssay, National Center for Advancing Translational Sciences (NCATS)
Tb PYK inh: qHTS of Trypanosoma Brucei Inhibitors; Potency, µM (titrated, usually from 76.8 µM), for the others: at the highest dose activity, negative = inhibition, hits mostly inhibitors; 410,000 tested, 0.12% active; TbPYK enzyme, Kinase-Glo Plus ATP luminescence, 45 min; pyruvate kinase (Trypanosoma brucei), Q57TT1; active = well fitted inhibition curve with a large enough effect; inconclusive = small, poorly fitted or top-dose-only effect; note: nearly all actives have a fitted effect of over 50% in size
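T. brucei PYK with substrate was exposed to pin-transferred compounds across a concentration series, then started with 130 uM ADP (final). After 45 min at room temperature, Kinase-Glo Plus luminescence was read, normalized and curve-fitted.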
An asterisk follows results filed as active; ? = inconclusive. % is set by controls: 0 for no effect and ±100 for the full control effect; potency is the fitted concentration of half-maximal effect. An excerpt; count on the stated rates, not on these rows.

mol	Tb PYK inh
Cc1ccc(NC(=O)CSc2ncn[nH]2)cc1C	-3%
Cc1nnc(SCC(=O)NCc2ccccc2Cl)c2nn(-c3ccccc3)c(C)c12	1%
Cc1c(Cl)ccc2sc(N3CCN(C(=O)C(C)C)CC3)nc12	-1%
CCOc1ccccc1NC(=O)CSc1ncc(S(=O)(=O)c2ccc(C)c(C)c2)c(N)n1	1%
CCn1c(=O)cc(SCC(=O)NCc2ccccc2OC)c2ccccc21	3%
COc1ccccc1CCNC(=O)C1(c2cccs2)CCOCC1	3%
CCOC(=O)C1CCN(C(=O)C2CCN(S(=O)(=O)c3c(C)noc3/C=C/c3ccc(C)cc3)CC2)CC1	-2%
O=C(NCCN1CCN(c2cccc(Cl)c2)CC1)Nc1ccccc1C(F)(F)F	3%
Cc1ccc(CNC(=O)c2cc3c(=O)n(Cc4ccco4)ccc3nc2C)cc1	-3%
COc1ccc(Cn2c(C(=O)O)c(CNC3CCC(C)CC3)c3ccc(C)cc32)cc1 (stereo not given)	0%
CCOc1ccccc1NC(=O)C1CCN(S(=O)(=O)c2ccc3[nH]c(=O)ccc3c2)CC1	6%
Cc1csc2nc(COC(=O)CNC(=O)c3ccccc3Cl)cc(=O)n12	0%
COc1ccc(N2CCN(c3nc4ccccc4n4c(C)nnc34)CC2)cc1	-7%
CCCCC(=O)OC1=C(C(=O)c2ccccc2)N(CCC)S(=O)(=O)c2ccccc21	3%
CCOc1ccccc1NC(=O)c1nc2nc(C)cc(C(F)F)n2n1	-9%
COc1ccc(Cl)cc1NC(=O)N1CCN(Cc2cc(=O)n3nc(-c4ccccc4)sc3n2)CC1	3%
COc1ccc(NC(=O)C2CCCN2S(=O)(=O)c2ccc3c(c2)CCCC(=O)N3)cc1Cl (stereo not given)	3%
COC(=O)CC1Oc2ccc(C)cc2-n2cc(-c3ccc(F)cc3)nc21 (stereo not given)	2%
Oc1cccc(-c2nc(-c3cccs3)c(-c3cccs3)[nH]2)c1	0%
COc1ccc(C(=O)N2CCC3(CC2)CN(c2cccc(-c4ccccc4)c2)C3)cc1	8%
Cc1ccc(Cl)cc1N1CCN(C(=O)COc2cc(=O)n(C)c3ccccc23)CC1	5%
CC1CCN(C(=O)CSc2nc(-c3ccccc3)no2)CC1	-1%
CCOc1ccc(CN2C(=O)c3ccccc3Sc3ccc(C(=O)N4CCC5(CC4)OCCO5)cc32)cc1	2%
CC1(C)c2[nH]c3ccccc3c2C[C@@H]2C(=O)N(c3ccc(F)cc3F)C(=O)N21	1%
Cc1cccc(C(=O)NCc2nnc(SCC(=O)Nc3ccccc3F)n2-c2ccccc2)c1	5%
COc1ccc2cc(CNc3ccc(C)cc3)c(=O)n(CC(=O)Nc3ccc(C)cc3Cl)c2c1	-4%
CC(=O)NCCNc1nc2c(-c3ccc(C)cc3)nnn2c2ccccc12	15%
COc1cccc(N2CCN(C(=O)Cn3nc(C)n4c(cc5c(OC)cccc54)c3=O)CC2)c1	-7%
COc1cc2c(cc1OC)C(COc1cccc(C(F)(F)F)c1)N(C(=O)c1ccc(S(=O)(=O)N3CCCC3)cc1)CC2 (stereo not given)	0%
Cc1cccc(-c2noc(CN(C3CCCCC3)S(=O)(=O)c3ccc(F)cc3)n2)c1	-2%

mol	Tb PYK inh
CCCCCn1c(CCCNC(=O)c2ccccc2OC)nc2ccccc21	-2%
CCOc1ccc(CNC(=O)CN2N=C(c3ccccc3)CCC2=O)cc1OC	3%
O=c1c(-c2ccc(F)cc2)nc2cnc(N3CCOCC3)nc2n1C[C@H]1CCCO1	-2%
C[C@]12CC[C@@H]3c4ccc(OC(=O)N(CCCl)CCCl)cc4CC[C@@H]3[C@H]1CC[C@@H]2OP(=O)(O)O	3%
Cc1cc(Cl)ccc1OCC(=O)N(Cc1ccc(N(C)C)cc1)C1CCS(=O)(=O)C1 (stereo not given)	3%
CCN(CC)S(=O)(=O)c1ccc2c(c1)nc(CN(C)C(=O)Nc1ccc(F)cc1)n2C	?
Cc1nnc(NCc2ccc(Cl)cc2)c2c1nnn2Cc1ccc(F)cc1	-5%
Cc1ccccc1Nc1c(-c2ccsc2)nc2c(C)cccn12	1%
Cc1ccc(-n2nc3c(N4CCC(C(=O)N(C)Cc5ccccc5)CC4)nnc(C)c3c2C)cc1	0%
C[C@H](/C=C/[C@H](C)C(C)(C)O)[C@H]1CC[C@H]2/C(=C/C=C3C[C@@H](O)C[C@H](O)C3)CCC[C@]12C	7%
CCCS(=O)(=O)c1c(S(=O)(=O)CCC)c2cc(CC)ccn2c1C(=O)c1ccc(Cl)cc1	1%
CCCN(CCC)S(=O)(=O)c1ccc(C(=O)Nc2cccc(-c3nc4ccccc4[nH]3)c2)cc1	1%
Cc1cccc(-n2c(-c3ccco3)nc3c(cnn3-c3ccc(F)cc3)c2=O)c1	-1%
COc1ccc(S(=O)(=O)NCC(c2ccco2)S(=O)(=O)c2cccs2)cc1F (stereo not given)	-4%
CSc1cccc(NC(=O)CN2C(=O)COc3ccc(Cl)cc32)c1	1%
CCCS(=O)(=O)c1nc(S(=O)(=O)c2ccc(C)cc2)c(NCCCOC(C)C)s1	9%
CCOc1ccc(CCNC(=O)c2cc(C)nc3c2c(C)nn3-c2cccc(F)c2)cc1	0%
Cc1ccc(-n2ncc3c(NCCC4=CCCCC4)ncnc32)cc1C	1%
COc1ccc(-n2c(=O)cnc3cnc(Nc4ccccc4)nc32)cc1	-11%
CCOc1ccccc1NC(=O)CSc1ccc2nc(-c3ccccc3)cn2n1	3%
CCCCOc1ccc(C(=O)Nc2cc(-c3ccc(C)cc3)no2)cc1	7%
CCOc1ccc(C(=O)N(Cc2sccc2C)C2CCS(=O)(=O)C2)cc1 (stereo not given)	4%
CCCN(c1ccc(C(C)C)cc1)S(=O)(=O)c1ccc2c(c1)oc(=O)n2CC(=O)OCC	-5%
COc1ccc(CCNC(=O)CCn2c(=O)c3ccccc3n(Cc3ccccc3)c2=O)cc1OC	0%
CC1CCN(S(=O)(=O)c2cc(C(=O)Nc3ccc(Br)cc3F)n(C)c2)CC1	-3%
S=C(NCCCCN(Cc1ccc(Cl)cc1)c1ccc(Br)cn1)NCCCc1cnc[nH]1	-1%
COc1cccc(CN2CCc3nc(Nc4ccc5c(c4)OCCO5)ncc3C2)c1	-3%
COc1cccc(-c2nc3c(C#N)c[nH]n3c2NC2CCCCC2)c1	-4%
CCc1ccccc1NC(=O)c1cc(S(=O)(=O)N2CCc3ccccc32)ccc1F	-9%
COc1ccc(C2C(=O)N(C3CCC(C)CC3)CC(=O)N2CCc2ccccc2)cc1OC (stereo not given)	-6%

mol	Tb PYK inh
CC(C)C[C@H](NC(=O)CNC(=O)c1cc(Cl)ccc1Cl)B(O)O	1%
CCOc1ccc(CC(=O)NCCc2csc(-c3ccc(C)cc3)n2)cc1	-3%
CC(C)c1ccc(NC(=O)c2ccc(=O)n(Cc3ccccc3)c2)cc1	0%
CC(C)NC(=O)C1=CC(c2ccc3c(c2)OCO3)=NS(=O)(=O)N1C	-2%
CCOc1cc(C(=O)Nc2cccc3cccnc23)cc(OCC)c1OCC	-3%
COc1ccc(OC)c(-c2csc(-c3c(N)c(C(=O)c4ccc(Cl)cc4)n4ccccc34)n2)c1	-4%
COc1ccc(Cl)cc1NC(=O)N1CCC(CN2CCCCCC2)CC1	-4%
Cc1cccc(-n2ncc(C(=O)NCc3ccccn3)c2C2CCN(C(=O)OC(C)(C)C)CC2)c1	5%
Cc1ccc(-c2nnn3c2nc(NCCc2ccc(Cl)cc2)c2ccccc23)cc1	4%
CCN(c1ccccc1)S(=O)(=O)c1ccc(NC(=O)c2cc(=O)c3ccccc3o2)cc1	1%
CCN(CC)S(=O)(=O)c1ccc2c(c1)N(CC(=O)NCCCN1CCN(c3cc(C)ccc3C)CC1)C(=O)CO2	0%
O=C(CN1C(=O)CN=C(c2ccccc2)c2ccccc21)Nc1cccc(C(F)(F)F)c1	-5%
Cc1ccc2c(c1)c1c(c(=O)n(-c3ccccc3C)c(=O)n1Cc1cccc(F)c1)n2C	4%
Cc1ccccc1-c1nc(SCC(=O)N(C)c2ccccc2)c2c(=O)n(C)c(=O)n(C)c2n1	14%
CCc1ccccc1NC(=O)CN1C(=O)C2CCCN2c2ccc(S(=O)(=O)N(CC)CC)cc21 (stereo not given)	-6%
COc1ccc(CCNC(=O)C(=O)Nc2ccc(C)c(C)c2)cc1OC	4%
Cc1nn(-c2ccc3nnc(C)n3n2)c(C)c1CCC(=O)Nc1ccc(OC(F)(F)F)cc1	-3%
CCOc1ccc(CNC(=O)c2ccc3c(c2)nc2n3CCOC2)cc1OC	3%
COC(=O)c1ccc(OC)c(CN2C(=O)N(c3ccc(C(C)=O)cc3)S(=O)(=O)c3ccccc32)c1	1%
CCC(=O)N1CCc2cc(CNS(=O)(=O)c3ccc(Cl)s3)ccc21	-3%
CCCCOc1cccc(C2c3c(oc4ccccc4c3=O)C(=O)N2c2ccccn2)c1 (stereo not given)	-6%
COc1ccc(-n2c(=O)c(CCc3ccccc3)nc3cnc(N(C)C)nc32)cc1	-6%
CCC(CC)c1nn2c(=O)cc(COc3ccc(NC(=O)c4cccc(Cl)c4)cc3)nc2s1	-12%
COc1cc(CNC(=O)c2ccc3c(c2)c(C)c(C)n3Cc2cccc(C)c2)cc(OC)c1OC	-2%
Cn1c(SCC(=O)Nc2ccccc2)nnc1-c1ccccc1	-2%
O=C(Nc1cccc2c(=O)cc(-c3nn[nH]n3)oc12)c1ccc(OCCCCc2ccccc2)cc1	0%
Cc1ccc(Nc2nc3c(S(=O)(=O)c4ccccc4)nnn3c3ccsc23)c(C)c1	2%
Cc1ccccc1-c1nc(CN2CCCC(C(=O)NCc3ccc(Cl)cc3)C2)c(C)o1 (stereo not given)	1%
COc1cc(C2c3c(-c4ccccc4O)n[nH]c3C(=O)N2Cc2ccncc2)ccc1O (stereo not given)	0%
CCOC(=O)c1cccc(NC(=O)CCCn2c(C)c3cnn(-c4ccccc4)c(=O)c3c2C)c1	3%

A section taken from the entries so far:
mol	Tb PYK inh
Cn1c(SCC(=O)Nc2ccccc2)nnc1-c1ccccc1	-2%
O=C(Nc1cccc2c(=O)cc(-c3nn[nH]n3)oc12)c1ccc(OCCCCc2ccccc2)cc1	0%
Cc1ccc(Nc2nc3c(S(=O)(=O)c4ccccc4)nnn3c3ccsc23)c(C)c1	2%
Cc1ccccc1-c1nc(CN2CCCC(C(=O)NCc3ccc(Cl)cc3)C2)c(C)o1 (stereo not given)	1%
COc1cc(C2c3c(-c4ccccc4O)n[nH]c3C(=O)N2Cc2ccncc2)ccc1O (stereo not given)	0%
CCOC(=O)c1cccc(NC(=O)CCCn2c(C)c3cnn(-c4ccccc4)c(=O)c3c2C)c1	3%

(more compounds)
mol	Tb PYK inh
CCOCCCNC(=O)NC(CCC(C)C)c1c(-n2cccc2)sc2c1CCN(C)C2 (stereo not given)	2%
Cc1ccc2oc(C(=O)Nc3cccc(Cl)c3)cc(=O)c2c1	3%
O=C(Cn1c(=O)c2cccn2c2cccnc21)NCc1ccccc1F	3%
CCCCc1cc(=O)oc2cc(C)c3c(C)coc3c12	6%
Cc1ccc(C)c(N2CCN(C(=O)CCS(=O)(=O)c3ccc4c(c3)CC(=O)N4C)CC2)c1	-6%
COc1cc(C(CC(=O)NCCC(C)C)N2Cc3ccccc3C2=O)cc(OC)c1OC (stereo not given)	-3%
CC(=O)Nc1sc2c(c1-c1nc3ccccc3s1)CN(C(C)C)CC2	-3%
Cc1c(Cl)cccc1N1CC(c2nc3ccccc3n2Cc2ccccc2F)CC1=O (stereo not given)	10%
COc1ccc(NC(=O)c2c(C)oc3ccc(O)c(CN4CCC(C)CC4)c23)cc1	2%
COc1cc(NC(=O)CNS(=O)(=O)c2cccs2)cc(OC)c1OC	-1%
Cc1ccc(C)c(CN2C(=O)c3ccccc3S(=O)(=O)c3ccc(C(=O)N4CCN(c5ccccc5F)CC4)cc32)c1	1%
COc1cc(Cl)c(C)cc1Nc1nc2ccccc2nc1NS(=O)(=O)c1ccccc1	-4%
COc1cc(CN(C(=O)c2ccc(Cl)cc2)C2CCS(=O)(=O)C2)cc(OC)c1OC (stereo not given)	5%
Cc1cccc(C(=O)Nc2cc3c(cc2N2CCCCC2)n(C)c(=O)n3C)c1	2%
CCCCNC(=O)Cn1c(=O)cc(C)c2c(C)nn(-c3ccc(CC)cc3)c21	-4%
COc1ccc(NCc2cc3cc4c(cc3n(CC(=O)Nc3ccc(C)cc3)c2=O)OCO4)cc1	6%
CC1CCN(Cc2c(O)ccc3c(=O)c(Oc4ccccc4Cl)c(C(F)(F)F)oc23)CC1	1%
CCOc1ccccc1NC(=O)Cn1cc(C(=O)c2cccc(OC)c2)c(=O)c2ccc(C)nc21	1%
Cc1ccc(Nc2nc(C)c(NC(=O)c3ccc(C)cc3)c(Nc3ccc(C)cc3)n2)cc1	-10%
Cc1ccc(S(=O)Cc2ccc(C(=O)NC3CCCCCC3)o2)cc1 (stereo not given)	2%
CCOc1ccc(Nc2oc(-c3ccc(COc4ccc(C)cc4)o3)nc2C#N)cc1	1%

Look-ups from the results shown:
Tb PYK inh result of CCOc1ccccc1NC(=O)Cn1cc(C(=O)c2cccc(OC)c2)c(=O)c2ccc(C)nc21 reads 1%
Tb PYK inh result of CC(=O)Nc1sc2c(c1-c1nc3ccccc3s1)CN(C(C)C)CC2 reads -3%
Tb PYK inh result of O=C(Cn1c(=O)c2cccn2c2cccnc21)NCc1ccccc1F reads 3%
Tb PYK inh result of Cc1c(Cl)cccc1N1CC(c2nc3ccccc3n2Cc2ccccc2F)CC1=O (stereo not given) reads 10%
Tb PYK inh result of COc1ccc(NCc2cc3cc4c(cc3n(CC(=O)Nc3ccc(C)cc3)c2=O)OCO4)cc1 reads 6%
